TRPML3 agonist – human mucolipin-3 channel agonism | Q8TDD5 | HEK293 TRPML3-YFP, Fluo-8 calcium fluorescence; 100% = the carbachol control signal | activation, % at 3 µM | 0.29% of 220,000 active | AID 1448;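 active = activation above its plate's cutoff, the mean activation of the plate's test wells plus 3 SD, cut at about 12% in these data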;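 note: 0% = DMSO only wells and 100% = carbachol wells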
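Test system: TRPML3-YFP stable HEK293 cells. Doses: single point at 3 µM. Incubation: dye loading 1 h 37 °C then 30 min ambient, 125 s read. Signal: Fluo-8 calcium dye fluorescence, ex 470-495, em 515-575 nm. Measure: percent activation from peak-to-basal fluorescence ratio, scaled between DMSO and carbachol.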
PPC-1+TRAIL kill – kills PPC-1 cancer cells in the presence of TRAIL. PPC-1 cells + TRAIL, ATPLite viability luminescence. cell killing (% activity), % at 4 µM. 0.41% of 220,000 active;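 active = cell killing above 50% in the first pass at 4 µM, then a duplicate retest at 5 µM averaging 50% or more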;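 note: plate controls were cells with TRAIL plus DMSO for no effect and medium-only wells lacking cells for full effect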
CHOP inh – blocks CHOP induction under ER stress; CHO-K1 CHOP-promoter luciferase, tunicamycin-induced, 15-18 h; inhibition, % at 10 µM; 3.8% of 220,000 active; AID 2732;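 active = compounds that reduced the stress-induced luciferase reporter signal by more than about 70% of percent inhibition, limit read from the data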;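 note: 0% = tunicamycin plus vehicle and 100% = wells without tunicamycin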
EP2 mod – modulates human prostaglandin E2 receptor EP2 signaling. P43116. EP2-expressing cells, cAMP HTRF FRET, PGE2 co-stimulation. induction, % at 25 µM. 0.83% of 260,000 active. AID 940;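 active = compounds whose cAMP rise, as percent of the full-agonist control response, exceeds 60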;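 note: rat C6 glioma line stably carrying human EP2 under a CMV promoter; the protocol text gives 20 µM as final concentration; 100% = response of wells given 1 µM PGE2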
Target sequence (P43116 whole entry, looked up): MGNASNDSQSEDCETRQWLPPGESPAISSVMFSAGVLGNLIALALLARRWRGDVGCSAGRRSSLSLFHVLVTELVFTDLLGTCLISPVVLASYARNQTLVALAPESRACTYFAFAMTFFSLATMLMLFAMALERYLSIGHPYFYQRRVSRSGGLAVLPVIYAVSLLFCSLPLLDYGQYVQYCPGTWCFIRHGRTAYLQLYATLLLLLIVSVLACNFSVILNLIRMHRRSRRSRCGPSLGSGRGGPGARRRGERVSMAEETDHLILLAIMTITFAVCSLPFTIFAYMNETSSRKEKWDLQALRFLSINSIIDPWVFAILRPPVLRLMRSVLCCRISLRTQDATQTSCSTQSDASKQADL
14-3-3 Bad inh – disrupts binding of bovine 14-3-3 zeta to phospho-Bad peptide; P63103; TR-FRET 14-3-3zeta/Dy647-pBad peptide displacement, 1 h; inhibition, % at 21.7 µM; 0.71% of 220,000 active;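 active = inhibition above about 70%, limit read from the data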;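 note: 0% = full 14-3-3 plus peptide FRET controls and 100% = background without 14-3-3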
PGE2 EP2 inh – EP2 receptor (human) inhibition. 0.52% of 260,000 active. inhibition, % at 25 µM. C6 glioma cells expressing human EP2, cAMP TR-FRET; cells stimulated with saturating PGE2. AID 1422. P43116;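 active = percent inhibition above 40 after rounding to a whole number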;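 note: rat C6 glioma host cells with rolipram phosphodiesterase inhibitor present; the protocol text gives 20 µM as final concentration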
zfTRPN1 agonist – activates the zebrafish TRPN1 channel; activation, % at 3 µM; 0.18% of 220,000 active; AID 1424; HEK293 zebrafish TRPN1-YFP, Fluo-8 calcium fluorescence; 100% = response to 87 µM carbachol;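 active = activation above its plate's cutoff, the mean activation of test wells on that plate plus 3 SD, cut at about 19% in these data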;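 note: 0% = DMSO alone and 100% = 87 µM carbachol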
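Material: zebrafish TRPN1-YFP in HEK293 cells; Doses: single test compound dose, 3 µM nominal, 0.3% DMSO; Timing: dye loading 1 h at 37 °C, then 30 min room temperature; Technique: intracellular calcium fluorescence with Fluo-8; Benchmarks: high carbachol 87 µM, low DMSO alone.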
NPY-Y1 antag – antagonists of human neuropeptide Y receptor Y1 | HEK293-CNG Y1 cells, membrane potential fluorescence; NPY at EC95, then isoproterenol | AID 1040 | inhibition, % at 3.6 µM | P25929 | 1% of 200,000 active;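 active = inhibition above the campaign mean inhibition of all tested compounds plus 3 SD, cut at about 20% in these data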;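 note: 0% = DMSO wells given NPY plus isoproterenol and 100% = isoproterenol alone without NPY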
Target sequence (P25929 whole entry, looked up): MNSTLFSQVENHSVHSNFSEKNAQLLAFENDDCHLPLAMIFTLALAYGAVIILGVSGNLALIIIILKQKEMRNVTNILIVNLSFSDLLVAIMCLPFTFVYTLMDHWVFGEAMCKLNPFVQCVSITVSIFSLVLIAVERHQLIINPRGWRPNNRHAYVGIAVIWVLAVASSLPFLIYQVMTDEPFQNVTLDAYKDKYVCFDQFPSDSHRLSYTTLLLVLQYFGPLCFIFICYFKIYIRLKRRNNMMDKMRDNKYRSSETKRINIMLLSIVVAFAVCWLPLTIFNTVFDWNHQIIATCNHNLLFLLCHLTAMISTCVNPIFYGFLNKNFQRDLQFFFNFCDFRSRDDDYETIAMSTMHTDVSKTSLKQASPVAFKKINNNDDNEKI
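Test system: HEK293 cells co-expressing NPY Y1 receptor and cyclic-nucleotide gated channel; Also added: NPY (25 nM), isoproterenol (1 µM), Ro 20-1724 (25 µM); Compound dosing: one concentration, 3.6 µM, in 0.4% DMSO; Timing: dye 3 h, compound 60 min room temperature, stimulation 45 min; Technique: Membrane-potential fluorescent dye readout.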
NPY1 pot ag – potentiates or activates human NPY-Y1 receptor; NPY-Y1 expressing cells, potentiator/agonist activation; activation, % at 3.6 µM; 0.37% of 220,000 active; AID 1304; in the data active = activation above about 33%, passing the limit was not always enough;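 note: cells stimulated with NPY at EC10 then isoproterenol at EC100; 0% = low agonist plus stimulus and 100% = saturating agonist plus stimulus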
* = called active by the depositor; x = no result given; [ ] = another dose, or the depositor's remark. This is a subset, so the mix of outcomes need not match the whole.

Letters: A = TRPML3 agonist; B = PPC-1+TRAIL kill; C = CHOP inh; D = EP2 mod; E = 14-3-3 Bad inh; F = PGE2 EP2 inh; G = zfTRPN1 agonist; H = NPY-Y1 antag; I = NPY1 pot ag
O=C(NCCCn1ccnc1)c1cc(-c2ccc3c(c2)OCO3)on1
  A = 0.8; B = -16; C = 37; D = -21; E = -13; F = 1; G = -0.6; H = 3; I = 5
Cc1ccc(N(C)C(=O)c2ccc3c(Cl)c4c(nc3c2)CCC4)cc1C
  A = -0.9; B = 2; C = 58; D = 7; E = -3; F = 8; G = -2.2; H = 5; I = 0
CC(=O)Nc1c(F)cc(Br)cc1F
  A = 1.0; B = 0; C = 3; D = -4; E = -3; F = 11; G = 0.1; H = x; I = -6
COC(=O)c1cccc(NC(=S)NCc2ccco2)c1
  A = 3.8; B = 25; C = -35; D = -58; E = -5; F = 4; G = 7.2; H = -1; I = 8
CCN(CC)C(=O)CSc1nc2c(sc(=S)n2Cc2ccco2)c(=O)n1-c1ccccc1
  A = -1.8; B = -4; C = 55; D = 19; E = 3; F = 1; G = -3.5; H = 27*; I = 2
CCc1cc2c(SCC(=O)c3ccccc3)ncnc2s1
  A = 0.4; B = 22; C = 56; D = 19; E = -4; F = 9; G = -1.0; H = 3; I = -18
Cc1c(C(=O)NCc2ccccc2)oc2ccc(S(=O)(=O)N3CCCC3)cc12
  A = 1.0; B = -2; C = 39; D = -8; E = -1; F = 9; G = 0.4; H = -3; I = 2
COc1cc(C(=O)Nc2ccc3c(c2)Cc2ccccc2-3)cc(OC)c1OC
  A = 0.6; B = 20; C = 59; D = -19; E = -2[fluorescence artefact?]; F = 7; G = -0.5; H = -4; I = -4
CC(NC(=O)NC1CCCCC1)C(c1cccs1)N1CCN(C)CC1 (configuration not stated)
  A = 0.1; B = 12; C = -14; D = 12; E = 4[fluorescence artefact?]; F = 5; G = -0.1; H = 2; I = -12
Nc1c(S(=O)(=O)c2ccccc2)cnc2c(-c3ccc(F)cc3)cnn12
  A = 0.3; B = 22; C = -8; D = -15; E = 4; F = 6; G = -1.8; H = 1; I = 12
O=C(C1CCN(S(=O)(=O)c2cccc3cccnc23)CC1)N1CC=C(c2ccccc2)CC1
  A = x; B = 14; C = 7; D = -25; E = -3; F = x; G = x; H = x; I = x
CC(C)(C)CC(=O)Nc1ccccc1N1CCN(c2ccccc2)CC1
  A = 0.1; B = 14; C = 37; D = 44; E = -4; F = 5; G = -1.4; H = 19; I = -7
Cc1ccc(SCCC(=O)NCCSCc2ccccc2C)cc1
  A = -1.2; B = 19; C = 68; D = -14; E = -2[fluorescence artefact?]; F = 14; G = -1.3; H = 18; I = -48
O=C(C(=O)N1CCc2ccccc2C1)c1cn(CC(=O)N2CCCC2)c2ccccc12
  A = 0.1; B = 17; C = 20; D = -3; E = -5[fluorescence artefact?]; F = 10; G = -0.9; H = -1; I = -16
CC1CCN(c2nnc(NC(=O)Cn3c(=O)oc4ccccc43)s2)CC1
  A = 1.3; B = 39; C = 35; D = 1; E = 4; F = 10; G = 1.2; H = 6; I = -3
Cc1cc(SCC#N)nc2ccccc12
  A = -0.2; B = 16; C = 7; D = 47; E = 6; F = 3; G = -1.8; H = 14; I = -11
CCC(C)(C)NC(=O)c1cc(C(=O)OC)cc([N+](=O)[O-])c1
  A = -0.6; B = 12; C = -9; D = 10; E = -8[fluorescence artefact?]; F = 5; G = -1.3; H = 5; I = 4
O=C(c1nn(-c2ccccc2)c(=O)c2ccccc12)N1CCN(c2ncccn2)CC1
  A = 0.4; B = -11; C = -5; D = 6; E = -6; F = 5; G = 1.3; H = 6; I = 7
Cc1ccccc1Nc1c(F)c(F)c(F)c(F)c1C(=O)O
  A = 0.1; B = 8; C = 5; D = 30; E = 3; F = 3; G = -0.4; H = 8; I = -17
O=C(COc1cccc2cccnc12)N1CCc2ccccc21
  A = 0.6; B = 9; C = -16; D = -22; E = 11; F = 8; G = 1.4; H = 1; I = -5
Nc1ccc(NC(=O)c2ccco2)c(Cl)c1
  A = 0.5; B = 6; C = -5; D = 5; E = -9; F = 4; G = 1.1; H = 5; I = -12
COc1ccc(/C=N/NC(=O)Nc2cccc3nsnc23)c(OC)c1
  A = 0.1; B = 0; C = 47; D = -6; E = -15[fluorescence artefact?]; F = 9; G = -1.3; H = -2; I = -9
COC(=O)c1c(C)[nH]c(C(=O)CN2CCOCC2)c1C
  A = 0.3; B = 18; C = -20; D = 16; E = -11; F = 9; G = 0.2; H = -7; I = 7
CCCCCN1C/C=C\C(c2ccc(OC)cc2)N(Cc2ccc(F)cc2)C(=O)C1 (configuration not stated)
  A = x; B = 8; C = 18; D = 12; E = -4; F = 7; G = x; H = x; I = x
CCOCC(=O)Nc1ccc([N+](=O)[O-])cc1C
  A = 0.8; B = 17; C = 16; D = 40; E = -11; F = 8; G = 1.1; H = -1; I = 11
O=C(CSc1nc(-c2ccc(F)cc2)cs1)NCCN1C(=O)CSC1=O
  A = 1.0; B = -5; C = 9; D = -15; E = -10; F = 11; G = 1.4; H = -2; I = -8

Looked up above:
CHOP inh result of O=C(C1CCN(S(=O)(=O)c2cccc3cccnc23)CC1)N1CC=C(c2ccccc2)CC1 = 7
NPY-Y1 antag result of CC(C)(C)CC(=O)Nc1ccccc1N1CCN(c2ccccc2)CC1 = 19

5 structures out of the list, arranged by SMILES length, lowest first.
Letters: A = TRPML3 agonist; B = PPC-1+TRAIL kill; C = CHOP inh; D = EP2 mod; E = 14-3-3 Bad inh; F = PGE2 EP2 inh; G = zfTRPN1 agonist; H = NPY-Y1 antag; I = NPY1 pot ag
COC(=O)c1cccc(NC(=S)NCc2ccco2)c1
  A = 3.8; B = 25; C = -35; D = -58; E = -5; F = 4; G = 7.2; H = -1; I = 8
COc1ccc(/C=N/NC(=O)Nc2cccc3nsnc23)c(OC)c1
  A = 0.1; B = 0; C = 47; D = -6; E = -15[fluorescence artefact?]; F = 9; G = -1.3; H = -2; I = -9
CC1CCN(c2nnc(NC(=O)Cn3c(=O)oc4ccccc43)s2)CC1
  A = 1.3; B = 39; C = 35; D = 1; E = 4; F = 10; G = 1.2; H = 6; I = -3
Cc1ccc(N(C)C(=O)c2ccc3c(Cl)c4c(nc3c2)CCC4)cc1C
  A = -0.9; B = 2; C = 58; D = 7; E = -3; F = 8; G = -2.2; H = 5; I = 0
Cc1c(C(=O)NCc2ccccc2)oc2ccc(S(=O)(=O)N3CCCC3)cc12
  A = 1.0; B = -2; C = 39; D = -8; E = -1; F = 9; G = 0.4; H = -3; I = 2

From PubChem
